Source: PubChem BioAssay
C diff growth: blocks growth of Clostridium difficile; Clostridium difficile clinical isolate growth, OD600, 24 h; active compounds read low; growth activity, negative = inhibition, % at 16 µg/mL (by protocol); actives 0.25% (n = 86,000); AID 1259249;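 active = mean growth activity at or below -80% and every replicate also at or below -80%; inconclusive = mean at or below -80% but some replicate above -80%; inactive = mean growth activity above -80%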;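 also: 0% = DMSO wells and -100% = levofloxacin 16 µg/mL wells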
Tcruzi prolif: T. cruzi proliferation inhibition; T. cruzi beta-gal in NIH3T3, GalScreen luminescence, 90 h; inhibition, % at 8.34 µM; actives 5.9% (n = 77,000); AID 624255;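 active = mean inhibition above about 93%, with at least 55% of replicates each passing it, limit read from the data, passing the limit was not always enough; inconclusive = only one of those two conditions holds; inactive = neither condition holds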
Pf Dd2 growth: inhibitors of Plasmodium falciparum Dd2 growth; P. falciparum Dd2 growth, SYBR Green, 72 h; active compounds read low; actives 2.3% (n = 94,000); activity change, % at 10 µM; in the data active = activity change below about -80%; inconclusive = no clear call, values can overlap the other calls
KDM4C inh: KDM4C (human) demethylase inhibition; GST-KDM4C 2-372, H3K9me3 peptide, LANCE TR-FRET; inhibition, % at 12.5 µM; AID 720574; actives 0.15% (n = 96,000); Q9H3R0;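 active = mean replicate inhibition above about 25%, with at least 55% of replicates also reaching it, limit read from the data, passing the limit was not always enough; inconclusive = only one of those two conditions met; inactive = neither condition met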
Target sequence (Q9H3R0 2-372 limits assumed): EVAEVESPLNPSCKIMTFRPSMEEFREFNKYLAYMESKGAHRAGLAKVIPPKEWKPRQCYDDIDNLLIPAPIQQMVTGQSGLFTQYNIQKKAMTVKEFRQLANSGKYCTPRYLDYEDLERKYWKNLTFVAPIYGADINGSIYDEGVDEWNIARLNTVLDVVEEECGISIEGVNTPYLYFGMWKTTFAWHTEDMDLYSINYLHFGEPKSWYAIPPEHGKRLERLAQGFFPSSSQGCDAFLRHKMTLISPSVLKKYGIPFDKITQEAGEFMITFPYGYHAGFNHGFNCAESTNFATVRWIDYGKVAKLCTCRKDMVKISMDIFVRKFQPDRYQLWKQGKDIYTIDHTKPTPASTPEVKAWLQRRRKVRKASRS
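material = GST-tagged GASC-1 (JMJD2C) catalytic fragment, aa 2-372 | amount = enzyme final amount 10 nM | medium = HEPES buffer, pH 7.5, plus ascorbate | also added = H3K9me3 peptide substrate, Fe(II), 2-oxoglutarate | dosing = single dose | times = 30 min demethylation and 1 h detection at room temperature | detection = LANCE TR-FRET | read-out basis = Fall in 671/618 emission ratio as inhibition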
Active calls of the source: *; u = inconclusive; x = not tested or not shown; & = joins results of further samples.

SMILES	C diff growth	Tcruzi prolif	Pf Dd2 growth	KDM4C inh
C[C@H](CO)N1C[C@H](C)[C@H](CN(C)C)Oc2cc(-c3ccc(C#N)cc3)ccc2S1(=O)=O	-5.6	-19.4	x	-1.7
Cc1noc(C)c1NC(=O)Nc1ccc2c(c1)C(=O)N([C@@H](C)CO)C[C@@H](C)[C@H](CN(C)C(=O)CCCN(C)C)OCCCC[C@H](C)O2	-7.5	28.5	61.7	2.7
C[C@H](CO)N1C[C@H](C)[C@H](CN(C)C(=O)Nc2ccc(C(F)(F)F)cc2)Oc2c(NC(=O)NC3CCCCC3)cccc2C1=O	12.0	35.0	-14.8	-0.8
C[C@H](CO)N1C[C@H](C)[C@@H](CN(C)S(C)(=O)=O)Oc2ncc(C#Cc3ccccc3F)cc2C1=O	-4.6	-7.9	6.9	-4.4
CC(C)NC(=O)Nc1ccc2c(c1)C(=O)N([C@H](C)CO)C[C@H](C)[C@H](CN(C)CC1CCCCC1)OCCCC[C@H](C)O2	x	90.4	-0.8	0.1
COc1cccc(S(=O)(=O)N[C@H]2CC[C@@H](CC(=O)NC3Cc4ccccc4C3)O[C@H]2CO)c1	x	5.1	-8.3	1.9
C[C@@H]1CN([C@@H](C)CO)C(=O)c2cc(C#CCc3ccccc3)cnc2O[C@H]1CN(C)Cc1ccccc1	3.5	x	-77.7	1.5
COc1ccccc1NC(=O)N1C[C@@H](C)[C@H](OC)CN(C)C(=O)c2ccc(NC(=O)c3ccccn3)cc2OC[C@H]1C	-3.2	-38.3	-30.5	x
COc1ccc(NC(=O)N(C)C[C@H]2Oc3c(NC(=O)c4cc(C)nn4C)cccc3C(=O)N([C@H](C)CO)C[C@@H]2C)cc1	-1.3	-7.9	1.3	0.9
CC(C)(O)C#Cc1ccc([C@@H]2[C@H](CO)N3CCCCN(C(=O)c4ccc(F)cc4)C[C@@H]23)cc1	-1.1	18.6	-15.8	0.5
C[C@@H]1CCCCO[C@H](CN(C)C(=O)Nc2ccc3c(c2)OCO3)[C@@H](C)CN([C@@H](C)CO)C(=O)c2cc(N(C)C)ccc2O1	1.0	24.7	x	4.0
CCCNC(=O)[C@H]1[C@H](CO)[C@H]2Cn3c(ccc(C4=CCCCC4)c3=O)[C@@H]1N2C(=O)CC	2.2	5.6	13.9	2.9
COc1ccc2c3c(n(C)c2c1)[C@H](CO)N(C(=O)Nc1cccc(F)c1)CC31CCN(Cc2nccs2)CC1	-3.0	x	-70.5	-1.4
COc1ccc(NC(=O)Nc2ccc3c(c2)C(=O)N([C@H](C)CO)C[C@@H](C)[C@H](CN(C)S(=O)(=O)c2ccccc2)OCCCC[C@H](C)O3)cc1	-17.9	-2.5	-18.3	-0.9
Cc1ccc(S(=O)(=O)N(C)C[C@@H]2Oc3ccc(N(C)C)cc3CC(=O)N([C@@H](C)CO)C[C@@H]2C)cc1	3.1	x	-10.1	-1.2
C[C@H](NC(=O)C[C@@H]1CC[C@H](NC(=O)CN2CCOCC2)[C@@H](CO)O1)c1ccccc1	x	17.4	18.6	0.0
C[C@H](CO)N1C[C@H](C)[C@H](CN(C)S(=O)(=O)c2cccs2)Oc2ccc(NC(=O)C3CC3)cc2CC1=O	-1.1	25.1	-6.9	0.1
C/C=C/c1ccc([C@@H]2[C@@H](CO)N(C(C)=O)[C@H]2CNC(=O)c2ccccc2)cc1	-0.2	14.6	18.0	5.0
CC(C)NC(=O)N(C)C[C@H]1Oc2ccc(N(C)C)cc2C(=O)N([C@@H](C)CO)C[C@@H]1C	-3.8	45.2	1.6	1.6
Cc1noc(C)c1NC(=O)Nc1cccc2c1O[C@@H](CN(C)S(=O)(=O)c1ccccc1)[C@@H](C)CN([C@@H](C)CO)C2=O	x	29.6	21.0	-2.5
CO[C@@H]1CN(C)C(=O)c2ccc(NC(=O)c3ccccc3F)cc2OC[C@H](C)N(C(C)=O)C[C@H]1C	x	7.2	13.1	0.5
C[C@@H]1CN([C@@H](C)CO)C(=O)c2cc(NS(=O)(=O)c3cn(C)cn3)ccc2O[C@@H](C)CCCCO[C@H]1CN(C)C(=O)c1ccncc1	-4.4	16.7	9.7	-0.6
Cc1noc(C)c1S(=O)(=O)Nc1ccc2c(c1)C(=O)N([C@@H](C)CO)C[C@@H](C)[C@@H](CN(C)C(=O)CCCN(C)C)OCCCC[C@H](C)O2	-1.1	11.4	10.3	0.7
N#C[C@H]1[C@H](c2ccccc2C2=CCCC2)[C@@H](CO)N1C(=O)NC1CCCC1	-2.0	x	-31.1	-0.3
CN1c2ccc(-c3cccc(C#N)c3)cc2[C@H]2[C@H](CCN2C(=O)C2CCCC2)[C@H]1CO	3.7	x	-46.9	-4.8

Profiles, looked up by structure. Values in the order: C diff growth	Tcruzi prolif	Pf Dd2 growth	KDM4C inh
Listed for CC(C)NC(=O)Nc1ccc2c(c1)C(=O)N([C@H](C)CO)C[C@H](C)[C@H](CN(C)CC1CCCCC1)OCCCC[C@H](C)O2 = x	90.4	-0.8	0.1
Listed for CC(C)(O)C#Cc1ccc([C@@H]2[C@H](CO)N3CCCCN(C(=O)c4ccc(F)cc4)C[C@@H]23)cc1 = -1.1	18.6	-15.8	0.5
Listed for C[C@@H]1CN([C@@H](C)CO)C(=O)c2cc(NS(=O)(=O)c3cn(C)cn3)ccc2O[C@@H](C)CCCCO[C@H]1CN(C)C(=O)c1ccncc1 = -4.4	16.7	9.7	-0.6
Listed for C[C@H](CO)N1C[C@H](C)[C@H](CN(C)C(=O)Nc2ccc(C(F)(F)F)cc2)Oc2c(NC(=O)NC3CCCCC3)cccc2C1=O = 12.0	35.0	-14.8	-0.8
Listed for C[C@H](NC(=O)C[C@@H]1CC[C@H](NC(=O)CN2CCOCC2)[C@@H](CO)O1)c1ccccc1 = x	17.4	18.6	0.0

More entries follow.
SMILES	C diff growth	Tcruzi prolif	Pf Dd2 growth	KDM4C inh
O=C(C1CCCC1)N1CC2(C1)[C@@H](c1ccccc1)[C@@H](CO)N2CC1CC1	1.3	x	-0.2	-1.0
Cc1noc(C)c1S(=O)(=O)N(C)C[C@@H]1OCc2ccccc2-c2ccccc2C(=O)N([C@@H](C)CO)C[C@@H]1C	-3.3	3.8	-2.5	-6.5
COc1ccc2c3c([nH]c2c1)[C@H](CO)N(C(=O)c1ccncc1)CC31CCN(Cc2cccnc2)CC1	-1.3	x	-13.4	-2.0
O=C(Cc1cccnc1)N[C@H]1CC[C@@H](CCn2cc(Cc3ccccc3)nn2)O[C@H]1CO	-4.1	41.8	9.7	0.1
C[C@H](C(=O)N(C)C[C@@H]1OCc2ccccc2-c2ccccc2C(=O)N([C@H](C)CO)C[C@H]1C)c1ccccc1	1.7	16.7	13.8	-1.0
COCC(=O)N1C[C@@H](C)[C@H](OC)CN(C)C(=O)c2ccc(NC(=O)c3ccc(F)cc3)cc2OC[C@H]1C	x	-21.4	12.6	-0.5
Cc1noc(C)c1S(=O)(=O)Nc1ccc2c(c1)C(=O)N([C@H](C)CO)C[C@@H](C)[C@@H](CN(C)C(=O)Cc1ccccc1)OCCCC[C@@H](C)O2	4.7	-36.2	-45.9	-0.1
COc1ccc(NC(=O)N(C)C[C@@H]2Oc3c(NC(=O)NC(C)C)cccc3C(=O)N([C@H](C)CO)C[C@@H]2C)cc1	4.5	34.4	-36.2	1.0
COc1ccc(-c2cnc3c(c2)C(=O)N([C@H](C)CO)C[C@@H](C)[C@@H](CN(C)C(=O)C2CCC2)O3)cc1	8.3	32.6	-19.7	-2.2
CC(C)(C)[S@](=O)N1Cc2cc(C(=O)N3CCOCC3)nc(-c3cccc(-c4ccccc4F)c3)c2[C@@H]1CCO	x	43.2	-14.8	-0.5
O=C(C1CCOCC1)N1CC2(C1)[C@@H](c1ccccc1)[C@@H](CO)N2CCC(F)(F)F	5.6	x	-13.7	-2.0
C[C@H](CO)N1C[C@H](C)[C@H](CN(C)Cc2ccccc2)Oc2ccc(NC(=O)CCC(F)(F)F)cc2CC1=O	-0.8	7.8	2.1	1.2
CCC(=O)N1CCCCN2[C@@H](CO)[C@H](c3ccc(/C=C/c4ccccc4)cc3)[C@@H]2C1	10.7	115.8*	9.9	-0.8
CO[C@H]1CN(C)C(=O)c2cc(NS(C)(=O)=O)ccc2OC[C@H](C)NC[C@H]1C	0.5	x	14.6	0.1
C[C@H]1CN([C@@H](C)CO)C(=O)Cc2cc(NS(=O)(=O)c3cccs3)ccc2O[C@H]1CN(C)Cc1ccncc1	-1.7	28.5	-50.6	-1.5
C[C@H](CO)N1C[C@H](C)[C@@H](CN(C)C(=O)c2ccccc2F)Oc2cc(-c3ccc(F)cc3)ccc2S1(=O)=O	-0.2	66.0	-66.5	-1.1
C[C@H]1CN([C@@H](C)CO)C(=O)c2cccc(NS(=O)(=O)c3ccc(F)cc3)c2O[C@@H]1CN(C)Cc1ccc(C(=O)Nc2ccccc2N)cc1	-2.4	x	-59.2	0.9
COc1cccc(-c2ccc([C@H]3[C@@H](CO)N4C(=O)CN(C(=O)C5CCOCC5)C[C@@H]34)cc2)c1	3.1	x	1.3	-2.3
C/C=C/c1ccc(C2[C@H]3CNC[C@@H]2N3C(=O)Nc2ccccc2Cl)cc1 (some centres not stated)	7.7&8.0	x	11.5&14.8	15.7&0.5
CCCNC(=O)N1[C@H](C#N)[C@@H](c2ccccc2-c2ccc(C)cc2)[C@@H]1CO	-2.0	x	-49.1	-1.9
C[C@H]1CN([C@@H](C)CO)C(=O)c2cc(/C=C/c3ccccc3)cnc2O[C@@H]1CN(C)C(=O)C1CC1	x	56.3	-36.4	-2.2
CC=Cc1ccc2n(c1=O)C[C@H]1[C@H](CO)[C@@H](C(=O)Nc3ccc(-c4ccccc4)cc3)[C@@H]2N1C(C)=O (mixture of isomers)	35.4	x	-1.2	-0.2
CO[C@H]1CN(C)C(=O)c2ccc(NS(C)(=O)=O)cc2OC[C@H](C)N(C(=O)NC(C)C)C[C@@H]1C	-1.7	x	-6.5	0.2
C[C@@H]1CCCCO[C@H](CN(C)C(=O)c2ccccc2)[C@H](C)CN([C@@H](C)CO)C(=O)c2cc(NC(=O)Nc3ccc(C(F)(F)F)cc3)ccc2O1	0.1	u	-61.5	-0.5
Cc1ccc(S(=O)(=O)N(C)C[C@@H]2Oc3c(NC(=O)Nc4c(C)noc4C)cccc3C(=O)N([C@@H](C)CO)C[C@H]2C)cc1	2.9	32.3	-6.7	-1.0
(list continues)
SMILES	C diff growth	Tcruzi prolif	Pf Dd2 growth	KDM4C inh
C[C@H]1CN([C@@H](C)CO)S(=O)(=O)c2ccc(-c3cncnc3)cc2O[C@H]1CN(C)C(=O)Cc1ccccc1	-1.2	x	-25.2	-2.1
C[C@@H]1CN([C@H](C)CO)S(=O)(=O)c2ccc(-c3ccccc3F)cc2O[C@@H]1CN(C)Cc1ccncc1	-16.9	109.9*	3.5	-1.4
CN1CCN(C(=O)C[C@H]2C=C[C@H](NS(=O)(=O)c3cccc(F)c3)[C@@H](CO)O2)CC1	x	-10.1	9.8	0.5
COc1ccc2c3c(n(C)c2c1)[C@H](CO)N(C(C)=O)CC31CCN(C(=O)c2cnccn2)CC1	-6.5	x	-4.3	0.5
CC(=O)N(C)C[C@@H]1Oc2ncc(/C=C/c3ccccc3)cc2C(=O)N([C@@H](C)CO)C[C@H]1C	-0.1	2.1	-6.9	-2.5
O=C(Nc1cccc(Cl)c1)N1C[C@@H]2[C@H](c3ccccc31)[C@@H](CO)N2C(=O)C1CC1	-1.0	34.9	3.6	0.4
CN(C)CC#Cc1ccc([C@H]2[C@@H](CO)N3CCCCN(C(=O)Nc4ccc(F)cc4)C[C@H]23)cc1	10.0	52.8	-47.1	2.4
CCS(=O)(=O)Nc1ccc2c(c1)C(=O)N(C)[C@H]1CC[C@@H](CC(=O)N[C@@H]3CCN(Cc4ccccc4)C3)O[C@@H]1CO2	15.3	-21.2	x	4.0
COc1ccc(CN(C)C[C@H]2Oc3ccc(NC(=O)Cn4cnnn4)cc3C(=O)N([C@H](C)CO)C[C@@H]2C)cc1	-0.3	8.0	8.4	7.6
CN(C)CCCNC(=O)[C@@H]1[C@@H](CO)[C@@H]2Cn3c(ccc(C4=CCCCC4)c3=O)[C@H]1N2Cc1cocn1	2.5	34.5	15.3	0.3
COc1ccc(S(=O)(=O)N(C)C[C@H]2OCCCC[C@H](C)Oc3ccc(NC(=O)Nc4cccc5ccccc45)cc3C(=O)N([C@H](C)CO)C[C@@H]2C)cc1	0.2	76.6	-20.8	-2.9
CCS(=O)(=O)NCC[C@@H]1CC[C@@H](NC(=O)Nc2cc(Cl)cc(Cl)c2)[C@H](CO)O1	x	7.2	-39.2	-0.5
CCCNC(=O)N1C[C@@H](O)COC[C@H]2O[C@@H](CC(=O)N3CCCCC3)CC[C@@H]21	x	69.0	2.3	0.2
COc1ccc(NC(=O)N(C)C[C@@H]2Oc3c(NC(=O)C4CCCCC4)cccc3C(=O)N([C@@H](C)CO)C[C@@H]2C)cc1	-0.5	3.3	1.1	-1.6
